XBP1 UPR activ – activators of adaptive XBP1 UPR arm, primary screen, cell-based, CHO-XBP1 luciferase reporter, luminescence, uHTS; IRE1-XBP1 UPR activation; percent of tunicamycin response, DMSO as zero; 330,000 tested, 0.33% active; activation, % at 20 µM; AID 463104, 2010;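 active = versus positive control, 20 µM dose yields 30% or more activation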;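 also: 100% = tunicamycin at 10 µg/mL and 0% = DMSO only wells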
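Signal: luciferase luminescence; Assay system: CHO-XBP1 luciferase reporter cells; Amount: one thousand reporter cells per well; Dosing: 20 µM single concentration, DMSO 1%; Benchmarks: high control tunicamycin 10 µg/mL final, low control DMSO vehicle only; Schedule: 6 h compound exposure at 37 °C, 5% CO2; Evaluation: percent activation relative to tunicamycin reference.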
CCR6 antag – CCR6 receptor antagonists, primary screen, cell-based, CHO-K1, luminescence, beta-arrestin, uHTS; C-C chemokine receptor type 6 (Homo sapiens), P51684; CHO-K1 CCR6 PathHunter beta-arrestin, CCL20-stimulated; inhibition, % at 20 µM; 340,000 tested, 0.49% active;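 active = compounds whose inhibition of the agonist-driven luminescence signal at 20 µM reaches about 50%, limit read from the data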;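 also: cells stimulated with CCL20 at 14 nM final; plate controls were DMSO with CCL20 for no effect and DMSO without agonist for full effect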
Target sequence (P51684 whole entry, looked up): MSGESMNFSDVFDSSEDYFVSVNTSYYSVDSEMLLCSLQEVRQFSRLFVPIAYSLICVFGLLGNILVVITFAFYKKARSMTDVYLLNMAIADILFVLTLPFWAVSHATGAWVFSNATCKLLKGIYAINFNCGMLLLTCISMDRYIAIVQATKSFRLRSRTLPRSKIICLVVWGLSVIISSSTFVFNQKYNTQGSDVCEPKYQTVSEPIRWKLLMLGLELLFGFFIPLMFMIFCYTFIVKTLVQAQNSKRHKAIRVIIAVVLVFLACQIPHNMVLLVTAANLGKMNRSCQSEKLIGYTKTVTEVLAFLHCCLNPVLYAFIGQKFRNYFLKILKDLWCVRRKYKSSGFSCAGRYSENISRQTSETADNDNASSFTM
Mdm2-MdmX inh – inhibitors of human Mdm2-MdmX association, primary screen, cell-based, luminescence, split luciferase, SaOS-2, uHTS; Protein Mdm4 (Homo sapiens) + E3 ubiquitin-protein ligase Mdm2 (Homo sapiens), …; SaOS-2 split-luciferase Mdm2/MdmX complementation; inhibition, % at 8 µM; 330,000 tested, 3% active;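 active = inhibition of at least 50% at 8 µM in the primary screen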
CXCR6 block – CXCR6 receptor inhibitors, primary screen, cell-based, beta-arrestin, luminescence, CHO-K1 PathHunter, 1536-well; C-X-C chemokine receptor type 6 (Homo sapiens), O00574; inhibition, % at 20 µM; 360,000 tested, 0.36% active; in the data active = inhibition above about 34%, passing the limit was not always enough;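 also: antagonist mode with CXCL16 agonist at 10 nM final; 0% = 10 nM CXCL16 with DMSO and 100% = unstimulated wells without agonist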
Target sequence (O00574 whole entry, looked up): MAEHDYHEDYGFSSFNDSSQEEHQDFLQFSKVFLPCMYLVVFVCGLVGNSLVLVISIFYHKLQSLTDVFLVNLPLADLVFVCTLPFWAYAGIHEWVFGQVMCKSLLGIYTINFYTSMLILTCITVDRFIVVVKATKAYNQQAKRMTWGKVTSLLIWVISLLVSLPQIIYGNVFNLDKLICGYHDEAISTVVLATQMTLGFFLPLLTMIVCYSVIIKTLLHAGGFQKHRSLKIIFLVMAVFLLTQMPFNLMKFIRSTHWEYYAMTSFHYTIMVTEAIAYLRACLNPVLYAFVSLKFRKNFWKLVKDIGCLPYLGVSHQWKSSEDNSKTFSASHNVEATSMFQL
Gli-Sufu block – Gli-Sufu pathway antagonists, primary screen, luciferase luminescence, Sufu-KO-LIGHT cells, uHTS. Sufu-KO-LIGHT fibroblasts, Gli luciferase reporter luminescence. inhibition, % at 5 µM. 340,000 tested, 0.74% active. AID 588413, 2011;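 active = inhibition above about 55%, limit read from the data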;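 also: 0% = DMSO-treated cells and 100% = wells with medium but no cells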
EBI2 block – EBI2 receptor antagonists, beta-arrestin recruitment, primary screen, cell-based, luminescence, 7a,25-OHC stimulation, uHTS | 7a,25-OHC stimulated | inhibition, % at 5 µM | 360,000 tested, 0.81% active; in the data active = inhibition above about 38%;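 also: enzyme fragment complementation signal reports receptor beta-arrestin coupling in cells; 0% = agonist plus DMSO wells and 100% = wells without agonist; some results beyond the cut were filed as inactive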
Target sequence (P32249 whole entry, looked up, the tested form may be a part): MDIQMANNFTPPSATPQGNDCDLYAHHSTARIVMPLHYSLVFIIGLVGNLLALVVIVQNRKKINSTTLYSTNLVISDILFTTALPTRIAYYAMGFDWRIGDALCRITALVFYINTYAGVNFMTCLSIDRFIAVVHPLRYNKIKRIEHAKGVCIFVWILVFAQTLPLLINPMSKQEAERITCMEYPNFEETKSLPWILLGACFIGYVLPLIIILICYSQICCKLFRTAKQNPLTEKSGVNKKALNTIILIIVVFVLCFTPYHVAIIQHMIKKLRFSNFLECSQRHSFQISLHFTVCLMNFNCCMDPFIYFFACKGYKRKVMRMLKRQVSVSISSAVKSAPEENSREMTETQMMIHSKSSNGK
697 NFkB inh – inhibitors of PMA/ionomycin-induced NF-kB reporter, 697 cells, primary screen, B-cell NF-kB inhibitor project, cell-based, luminescence, uHTS; inhibition, % at 4 µM; AID 435022, 2010; 330,000 tested, 0.33% active; 697 B-cell NF-kB luciferase reporter, 16 h; in the data active = inhibition above about 35%
Jurkat NFkB inh – inhibitors of induced NF-kB luciferase reporter, primary screen, TCR NF-kB activation inhibitor project, cell-based, luminescence, uHTS; Jurkat, PMA/ionomycin-induced NF-kB luciferase reporter; inhibition, % at 4 µM; 330,000 tested, 0.53% active; in the data active = inhibition above about 50%
CHOP UPR activ – activators of apoptotic CHOP UPR arm, primary screen, cell-based, CHO-CHOP luciferase reporter, luminescence, uHTS; AID 449763, 2010; activation, % at 10 µM; UPR activation; percent of tunicamycin response over DMSO baseline; 330,000 tested, 0.34% active;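 active = at 10 µM dose, activation of 40% or more, normalized to positive control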;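 also: 100% = tunicamycin at 10 µg/mL and 0% = DMSO alone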
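Dosing – one dose, 10 µM in 0.5% DMSO · System – CHO-CHOP cells, stable luciferase reporter of PERK-eIF2a-CHOP signalling · Input – 500 cells/well · Control set – tunicamycin 10 µg/mL final as positive, DMSO-only wells as negative · Timing – 6 h compound treatment, 37 °C · Measure – % activation vs tunicamycin · Technique – luminescence read with Steady-Glo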
* hit, by the source's call; · = not tested or not shown.

SMILES	XBP1 UPR activ	CCR6 antag	Mdm2-MdmX inh	CXCR6 block	Gli-Sufu block	EBI2 block	697 NFkB inh	Jurkat NFkB inh	CHOP UPR activ
Cc1ccc(NC(=O)c2cc(C)n(-c3ccccc3)c2C)cc1	-5	21	77*	-3	46	15	-212	29	-7.5
COc1ccc(C(=O)NCC(=O)OC2CCCCC2=O)cc1 (configuration not stated)	-4	-10	-5	1	-8	3	9	-1	-1.6
O=C(NNC(=O)c1ccc(S(=O)(=O)N2CCCC2)cc1)c1ccc(Br)cc1	-1	6	11	-2	1	17	18	5	1.1
COC(=O)c1ccccc1NC(=S)NC(=O)COc1ccc(C)cc1	2	26	-3	-2	-6	8	2	12	-1.8
CCOc1ccc(NC(=O)Cn2nnc(C(=O)NCc3ccccc3OC)c2N)cc1	-2	22	-12	0	-32	9	-21	-15	2.4
COc1ccc(Br)c(C(=O)NCC2CCCCC2)c1	13	4	6	3	17	5	-11	-5	-1.7
CCC1(CC)Cc2ccccc2-c2nc(NCCCO)[nH]c(=O)c21	1	6	7	4	2	-11	2	-10	-2.5
O=C(CCc1cccc(Cl)c1)N1CCCC(Nc2ccccc2)C1 (configuration not stated)	-2	11	10	0	0	22	-12	22	1.6
O=C(CN1C(=O)NC2(CCCC2)C1=O)OCCOc1ccccc1	-6	-8	21	-5	1	-1	24	6	2.4
O=C(CCCOc1ccc(Cl)cc1Cl)Nc1ncccn1	0	11	-15	4	-1	-1	10	-12	0.4
COc1cccc(OC)c1C(=O)Nc1ccc2c(c1)OCCO2	-3	8	12	3	2	-24	2	-1	-2.6
Cc1c(Cc2ccc3c(c2)OCO3)sc(NC(=O)c2ccccc2)c1C(N)=O	2	12	9	-2	2	7	-12	-9	0.3
CC(=O)Nc1ccc(S(=O)(=O)Nc2cccc(NC(=O)C(C)(C)C)c2)cc1	2	-10	9	0	6	-3	-1	10	-0.7
O=S(=O)(c1ccc(Cl)cc1)n1nnc2ccccc21	-1	-8	-6	-7	4	-19	-78	-56	-0.6
COc1ccc(N2C(=O)CNC2=S)cc1	-4	5	0	-7	2	-3	-5	-10	2.0
CC(C)(C)c1ccc(S(=O)(=O)N2CCN(c3ncccn3)CC2)cc1	-1	7	5	-11	9	7	-27	-24	-0.5
Cc1cc(NC(=O)c2cc3ccccc3o2)no1	·	1	·	-4	-21	-4	·	·	·
O=C(Cc1ccc(Br)cc1)OCC(=O)N1CCCCCC1	-2	12	-25	-11	4	-7	6	2	-1.1
COc1ccc(C(=O)OC(C)C(=O)NC(C)CCc2ccccc2)c(OC)c1 (configuration not stated)	-1	15	6	6	·	8	2	-2	-1.1
O=C(NCC(O)COc1ccc([N+](=O)[O-])cc1)Nc1ccccc1 (configuration not stated)	1	4	25	2	13	7	3	-13	2.1
CCc1ccc(S(=O)(=O)Nc2ccc(-c3nc4cccnc4s3)cc2)s1	0	-18	-18	-11	-1	-11	-62	-44	4.2
O=C(Nc1cccc(Cl)c1)NC1CC2CCC(C1)N2Cc1ccco1 (configuration not stated)	0	18	-13	-1	27	5	-23	3	0.0
CCOc1ccccc1Nc1nnc(SCC(=O)NC2CCS(=O)(=O)C2)s1 (configuration not stated)	-1	-6	-3	-5	-1	-3	-1	-7	0.8
Cc1cnc(C(=O)Nc2nnc(SCc3c(Cl)cccc3Cl)s2)cn1	-4	15	28	4	-7	-1	-30	-6	-0.9

Five entries from above, with values under each structure.
Below each SMILES – XBP1 UPR activ | CCR6 antag | Mdm2-MdmX inh | CXCR6 block | Gli-Sufu block | EBI2 block | 697 NFkB inh | Jurkat NFkB inh | CHOP UPR activ
O=S(=O)(c1ccc(Cl)cc1)n1nnc2ccccc21
 : -1 | -8 | -6 | -7 | 4 | -19 | -78 | -56 | -0.6
COc1ccc(N2C(=O)CNC2=S)cc1
 : -4 | 5 | 0 | -7 | 2 | -3 | -5 | -10 | 2.0
CC(C)(C)c1ccc(S(=O)(=O)N2CCN(c3ncccn3)CC2)cc1
 : -1 | 7 | 5 | -11 | 9 | 7 | -27 | -24 | -0.5
Cc1cc(NC(=O)c2cc3ccccc3o2)no1
 : · | 1 | · | -4 | -21 | -4 | · | · | ·
O=C(Cc1ccc(Br)cc1)OCC(=O)N1CCCCCC1
 : -2 | 12 | -25 | -11 | 4 | -7 | 6 | 2 | -1.1

(list continues)
SMILES	XBP1 UPR activ	CCR6 antag	Mdm2-MdmX inh	CXCR6 block	Gli-Sufu block	EBI2 block	697 NFkB inh	Jurkat NFkB inh	CHOP UPR activ
CCCCn1c(N)c(N(CCC(C)C)C(=O)c2cc(CC)c(C)s2)c(=O)[nH]c1=O	0	4	10	11	6	0	10	-5	-0.1
c1cc2c(cc1Cn1cnnn1)OCO2	-3	-11	-11	-1	-12	7	-4	-4	-0.7
CCOC(=O)c1c2c(n(C)c1COC)C(=O)C(=O)c1ccc(Br)cc1-2	-5	·	99*	·	·	·	-12	28	-7.7
COc1ccc(OC)c(NC(=O)NNC(=O)CCCOc2ccc(Cl)cc2C)c1	-3	11	-22	-8	-2	7	13	20	0.2
CCC1C(=O)CC(c2ccc([N+](=O)[O-])cc2)NC1c1ccc([N+](=O)[O-])cc1 (configuration not stated)	-5	-18	14	2	19	16	9	4	0.1
CC1=C(C(=O)OCc2ccccc2)C(c2ccc(N3CCOCC3)cc2)NC(=O)N1 (configuration not stated)	-1	5	16	-7	-4	-5	9	-9	-0.6
O=C(NCCOc1ccccc1-c1ccccc1)c1ccco1	-2	7	2	-1	9	-4	-12	-1	0.1
CCOC(=O)N1CCN(Cc2nc(-c3ccc(C)cc3)no2)CC1	0	17	-4	-3	4	2	6	-6	1.0
COc1ccc2[nH]c(=O)c(CN(Cc3ccc(C)cc3)Cc3nnnn3CC3CCCO3)cc2c1 (configuration not stated)	-3	1	14	-8	2	-11	-6	2	-4.7
O=C(OCn1nnc2ccccc2c1=O)c1ccc(O)cc1	-1	5	11	4	9	-7	12	4	-1.0
C[C@]12CC[C@@H]3c4ccc(O)cc4CC[C@H]3[C@@H]1C[C@@H](O)[C@@H]2O	-3	2	33	-7	2	6	17	17	2.5
Cc1ncc(CSc2ccc(Cl)cc2)c(CO)c1O	2	13	4	-4	22	-6	2	-1	0.0
O=C(COC(=O)c1ccccc1C(=O)c1ccc(Cl)cc1)NC(c1ccccc1)c1ccccc1	2	26	-3	15	-1	19	-15	-1	3.0
CCN(CC)S(=O)(=O)c1ccc(C(=O)Nc2cc3oc4ccccc4c3cc2OC)cc1	-2	10	-5	1	39	11	-29	-29	-1.3
CCOCCCNC(=O)CN1C(=O)C(CC)Oc2ccccc21 (configuration not stated)	2	-1	-7	4	-2	-14	-3	-2	1.1
CCOc1ccc(CCNC(=O)c2cnccn2)cc1OCC	-7	0	21	11	-26	-5	-11	14	3.1
O=C(NNC(=O)c1ccccc1[N+](=O)[O-])c1cnccn1	-5	-3	-2	-8	-1	-4	4	5	-2.3
N#CCCNC(=O)CCN1CCCCC1	-3	7	6	4	1	-16	-4	-2	-0.9
CCC(NC(=O)CCC(=O)N1CCN(S(=O)(=O)c2ccc(C)cc2)CC1)c1ccc(C)cc1 (configuration not stated)	-4	11	21	2	0	7	-3	2	-1.2
CCN(CC)S(=O)(=O)c1ccc(S(=O)(=O)N2CCN(C(=O)c3ccco3)CC2)cc1	-1	1	24	-1	8	5	16	10	-2.9
Cc1onc(-c2ccccc2)c1C(=O)Nc1ccc(C(=O)N2CCCCC2)cc1	-5	-8	14	-3	-1	2	5	-13	0.5
O=C(NCCN1CCN(c2ccccc2)CC1)c1cccn2c(=O)c3cc(Cl)ccc3nc12	21	-7	-2	3	15	20	18	6	7.1
COc1ccc(C(=O)Nc2ccc(N3CCN(C(=O)c4ccccc4)CC3)cc2)cc1[N+](=O)[O-]	-2	8	9	7	31	3	1	7	-0.9
CC(=O)c1ccc(NC(=S)NCCCn2ccnc2)cc1	-2	10	-10	6	-6	1	8	11	0.7
CCOC(=O)/C=C/C(=O)OCC(=O)N1CCN(C(=O)c2ccco2)CC1	-5	0	1	-6	1	-2	-6	2	5.9
CCOc1ccccc1N(CC(=O)NC1CCCC1)C(=O)CNC(=O)c1cccs1	-2	17	9	5	-10	-1	18	-5	1.3
Cc1ccc(NC(=O)CNC(=O)c2ccco2)c(Cl)c1	-6	-4	17	-10	-1	-11	-9	-2	2.0
CCOC(=O)C(=N/O)/C(C)=N/NC(=O)C(=O)Nc1ccc(Cl)cc1	-2	7	0	2	39	-16	6	9	6.3
O=C1CN(C(=O)CCCc2c[nH]c3ccccc23)c2ccccc2N1	-2	14	12	-2	6	4	-1	8	-0.8
Cc1ccc[n+](CC(=O)Nc2cc(C(F)(F)F)ccc2Cl)c1	-4	-5	-7	-4	4	0	5	-14	1.0
COc1ccc(-c2csc(N(CCCN3CCOCC3)C(=O)c3ccco3)n2)cc1	1	-5	21	9	-26	16	7	-11	-2.4
CC(C)[C@H](NC(=O)[C@@H]1CSC2c3ccccc3C(=O)N21)C(=O)NC1CCCCC1 (some centres not stated)	-5	25	22	1	4	15	8	-1	-1.1
CCOc1ccccc1/C=C(/NC(=O)c1ccccc1)C(=O)NCC(=O)O	1	-5	-18	-12	0	-20	-13	5	3.5
CC(=O)Nc1ccc2nc(NC(=O)c3ccc([N+](=O)[O-])s3)sc2c1	1	·	5	·	·	·	-29	-4	1.7
CC(OC(=O)c1ccc(NC(=O)CC#N)cc1)C(=O)Nc1ccc(Oc2ccccc2)cc1 (configuration not stated)	-5	·	18	4	·	6	-27	1	-0.2
CC1=CC(C)C2(CO)COC(c3cccnc3)C1C2C (configuration not stated)	0	7	19	-2	20	-10	-4	-5	-0.9
COc1ccc(CNC(=O)C(=O)NCC2OCCN2S(=O)(=O)c2ccc3c(c2)OCCO3)cc1 (configuration not stated)	0	-1	-13	-6	-1	1	3	2	0.4
Cc1cc2oc(=O)cc(CN3CCCCC3)c2cc1C(C)C	10	35	-20	8	12	16	-39	-4	-0.8
COCCNC(=O)C1CC(c2ccc(F)cc2)=NO1 (configuration not stated)	-1	-9	0	-10	5	4	17	1	1.5
O=C(NCCc1ccc(C(F)(F)F)cc1)C1COc2ccccc2O1 (configuration not stated)	-2	10	-12	3	21	12	-15	-25	2.3
O=C(Cc1ccccc1)N/N=C/c1cccn1-c1ccc([N+](=O)[O-])cc1	-2	2	6	6	3	-1	14	1	0.1
Cc1cc(C(=O)OCC(=O)N2CCC(c3ccccc3)=N2)ccc1[N+](=O)[O-]	0	3	26	-8	-7	10	13	6	0.1
CCOC(=O)C1C(c2ccccc2)C(C(=O)OCC)C1c1ccccc1 (configuration not stated)	-5	-2	13	6	1	-11	10	14	0.7
Cc1ccc(COC(=O)c2ccc3c(c2)C(=O)N(CCCN2CCOCC2)C3=O)cc1	2	13	-11	-4	-1	15	-4	6	-0.7
CC(c1ccccc1)N1CC(C(=O)Nc2nccs2)CC1=O (configuration not stated)	0	19	6	7	25	0	15	-14	0.7
